ROCK2 inh: blocks human Rho kinase 2 activity; O75116; purified ROCK2, Kinase-Glo ATP depletion luminescence; inhibition, % at 6 µM; hit rate 0.35% among 60,000;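 active = inhibition above the screen-wide mean inhibition plus 3 SD, cut at about 18% in these data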;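 note: plate controls were DMSO wells for no effect and Y-27632 control wells after no-enzyme background subtraction for full effect; many of its hits are not listed in these tables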
Abs 340nm: compounds absorbing at 340 nm; fold change at 10 µM; compound absorbance at 340 nm, fold over control; 65,000 tested, under 10 active; AID 708;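 active = at 10 µM dose, initial 340 nm absorbance at least 2 fold that of control wells; inactive = change under 2 fold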;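 note: initial absorbance extrapolated from kinetic A340 decline of NADH oxidation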
PKA inh: PKA (human) kinase inhibition; P17612; PKA Kemptide phosphorylation, Kinase-Glo ATP luminescence; inhibition, % at 6 µM; hit rate 0.1% among 65,000;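 active = inhibition above the screen-wide mean inhibition plus 3 SD, cut at about 21% in these data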; note: many of its hits are not listed in these tables
Autofluor 339: intrinsic fluorescence of library compounds, ex339/em460 – biochemical, MLSMR library, data from DPM-DC assay, artefact control, profiling panel | fluorescence fold increase at 10 µM | compound autofluorescence, ex339/em460 nm, NADH buffer; hits give high values; 1 = no-compound wells, NADH background | AID 709 | hit rate 5.5% among 65,000;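 active = at 10 µM, mean starting fluorescence two-fold or more over control wells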;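 note: signal is the first read of a kinetic run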
DUSP1 inh: inhibitors of human MKP-1 phosphatase; inhibition, %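 (compounds tested at a single concentration somewhere between 10 and 100 µM)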; recombinant MKP-1, OMFP hydrolysis fluorescence; AID 374; hit rate 0.15% among 65,000; P28562;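 active = inhibition above about 50%, limit read from the data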;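 note: 0% = DMSO max control wells and 100% = wells with enzyme stopped by NaOH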
Target sequence (P28562 whole entry, looked up): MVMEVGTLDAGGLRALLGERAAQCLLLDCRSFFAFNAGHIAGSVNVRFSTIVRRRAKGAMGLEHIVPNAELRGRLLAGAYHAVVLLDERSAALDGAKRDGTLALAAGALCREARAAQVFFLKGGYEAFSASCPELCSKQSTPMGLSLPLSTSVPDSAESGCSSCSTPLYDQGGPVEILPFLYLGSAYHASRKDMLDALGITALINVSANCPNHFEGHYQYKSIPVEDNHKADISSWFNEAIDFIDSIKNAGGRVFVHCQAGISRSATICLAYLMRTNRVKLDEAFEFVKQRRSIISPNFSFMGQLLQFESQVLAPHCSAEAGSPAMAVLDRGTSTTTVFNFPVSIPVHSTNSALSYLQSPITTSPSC
Hsp90 inh: displaces geldanamycin probe from tumor Hsp90; inhibition, % at 30 µM; P07900; AID 429; NCI-N417 lysate Hsp90, Cy3B-geldanamycin FP displacement; hit rate 0.35% among 64,000;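 active = inhibition above 50%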;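 note: 0% = tracer plus lysate wells and 100% = tracer alone without lysate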
JNK3 inh: inhibitors of human JNK3 kinase | P53779 | purified JNK3 kinase activity, HTS | inhibition, % at 8 µM | hit rate 0.61% among 60,000; in the data active = inhibition above about 17%;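 note: 0% = DMSO and 100% = reference inhibitor; many of its hits are not listed in these tables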
Her2 expr inh: Her2 kinase expression inhibition; hit rate 0.69% among 65,000; HER2 level % of control, % at 10 µM; SKBR-3 HER2 protein level, AlphaScreen, 18-24 h; hits give low values;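 active = HER2 level under 5% of the carrier-only control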;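 note: 100% = DMSO carrier and 0% = 500 nM PU-H71 HSP90 inhibitor; lower value means stronger loss of Her2 protein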
Cdc25B block: inhibitors of human Cdc25B phosphatase; hit rate 0.1% among 65,000; recombinant Cdc25B, OMFP fluorescence Ex485/Em525; P30305; inhibition, %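 (compounds tested at 10 µM final in the well)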; in the data active = inhibition above about 50%
Target sequence (P30305 whole entry, looked up): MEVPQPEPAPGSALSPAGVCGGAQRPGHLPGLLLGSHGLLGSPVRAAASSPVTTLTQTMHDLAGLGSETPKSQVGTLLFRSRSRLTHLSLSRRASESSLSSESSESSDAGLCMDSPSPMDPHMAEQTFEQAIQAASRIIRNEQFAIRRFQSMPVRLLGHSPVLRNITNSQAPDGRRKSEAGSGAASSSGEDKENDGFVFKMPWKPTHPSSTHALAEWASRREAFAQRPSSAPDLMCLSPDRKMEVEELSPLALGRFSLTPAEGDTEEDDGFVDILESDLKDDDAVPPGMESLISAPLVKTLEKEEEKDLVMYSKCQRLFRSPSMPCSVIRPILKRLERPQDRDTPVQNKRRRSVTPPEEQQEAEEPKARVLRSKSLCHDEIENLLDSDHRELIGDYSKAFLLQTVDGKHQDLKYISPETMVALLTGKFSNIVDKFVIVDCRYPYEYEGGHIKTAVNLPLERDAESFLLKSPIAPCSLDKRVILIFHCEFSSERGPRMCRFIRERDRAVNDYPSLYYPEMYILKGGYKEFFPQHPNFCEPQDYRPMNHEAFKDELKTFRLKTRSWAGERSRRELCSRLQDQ
* = called active by the depositor; nt = no result given; & = joins results of further samples. Not all compounds are listed. The share of hits here may be higher or lower than overall.

1	COc1cccc(C2CC(c3ccccc3Cl)n3ncnc3N2)c1 (stereo not drawn)
2	c1ccc(-c2noc(C3CCCCC3)n2)nc1
3	COc1cc(C2=NOC(C(=O)N3CCN(c4ccc(F)cc4)CC3)C2)cc(OC)c1OC (stereo not drawn)
4	CCCCSc1nc(C)c(CC(=O)OC)c(=O)[nH]1
5	COc1cccc(-c2nnc(NC(=O)c3ccc(S(=O)(=O)N4CC(C)OC(C)C4)cc3)o2)c1 (stereo not drawn)
6	CN(Cc1ccco1)C(=O)C1CCC(=O)N1Cc1ccc(F)cc1 (stereo not drawn)
Assay by compound | 1 | 2 | 3 | 4 | 5 | 6
ROCK2 inh | 6 | -9 | 4 | 4 | 1 | 1
Abs 340nm | 1 | 0.98 | 0.97 | 0.97 | 1.1 | 0.99
PKA inh | 8 | 0 | 5 | 9 | 6 | 6
Autofluor 339 | 1.1 | 1.1 | 1.1 | 1.1 | 1 | 1.1
DUSP1 inh | 9 | -8 | 9 | -25 | 21 | 23
Hsp90 inh | 2 | 1 | -1 | -6 | 0 | -3
JNK3 inh | 2 | 7 | 1 | -1 | 2 | -5
Her2 expr inh | 101 | 151 | 114 | 107 | 102 | 102
Cdc25B block | 5 | -11 | 6 | 4 | -11 | -22

7	CCOc1cc(C(=O)Nc2cc(C)on2)cc(OCC)c1OCC
8	Cn1c(=O)c2c(nc(CN3CCN(c4ccccc4)CC3)n2CCc2ccccc2)n(C)c1=O
9	CCCCCCn1c(SCC(C)C)nc2c1c(=O)[nH]c(=O)n2C
10	CCc1ccc2[nH]c(=O)c(CN(Cc3ccccc3OC)Cc3nnnn3Cc3ccco3)cc2c1
11	Cc1cc(C)cc(NC(=O)CSc2nnc(Cn3c(=O)sc4ccccc43)n2C)c1
12	O=C(c1cccs1)c1ccc(-c2cccs2)s1
Assay by compound | 7 | 8 | 9 | 10 | 11 | 12
ROCK2 inh | 8 | -4 | 0 | -1 | 8 | 2
Abs 340nm | 1 | 0.98 | 1.1 | 1 | 1.1 | 1.1
PKA inh | 9 | -11 | -9 | 4 | 7 | -2
Autofluor 339 | 1.1 | 1.1 | 1.1 | 1.2 | 1.1 | 2.4*
DUSP1 inh | -5 | 6 | 32 | 19 | 11 | 9
Hsp90 inh | 0 | 0 | 1 | -5 | -2 | -6
JNK3 inh | 1 | -4 | -1 | 0 | 1 | 1
Her2 expr inh | 262 | 77 | 71 | 63 | 104 | -2.5*
Cdc25B block | -2 | -8 | 3 | -16 | -10 | 11

One compound at a time, from the list above. Screens in order: ROCK2 inh | Abs 340nm | PKA inh | Autofluor 339 | DUSP1 inh | Hsp90 inh | JNK3 inh | Her2 expr inh | Cdc25B block
CN(Cc1ccco1)C(=O)C1CCC(=O)N1Cc1ccc(F)cc1 (stereo not drawn) is listed as 1 | 0.99 | 6 | 1.1 | 23 | -3 | -5 | 102 | -22
O=C(c1cccs1)c1ccc(-c2cccs2)s1 is listed as 2 | 1.1 | -2 | 2.4* | 9 | -6 | 1 | -2.5* | 11
COc1cccc(C2CC(c3ccccc3Cl)n3ncnc3N2)c1 (stereo not drawn) is listed as 6 | 1 | 8 | 1.1 | 9 | 2 | 2 | 101 | 5
COc1cc(C2=NOC(C(=O)N3CCN(c4ccc(F)cc4)CC3)C2)cc(OC)c1OC (stereo not drawn) is listed as 4 | 0.97 | 5 | 1.1 | 9 | -1 | 1 | 114 | 6
Cc1cc(C)cc(NC(=O)CSc2nnc(Cn3c(=O)sc4ccccc43)n2C)c1 is listed as 8 | 1.1 | 7 | 1.1 | 11 | -2 | 1 | 104 | -10

(cont.)
13	CCOC(=O)C1CCN(Cc2nc(-c3ccc(OC)c(OC)c3)no2)CC1
14	COC(=O)c1cc(=O)nc2sc(-c3cccs3)nn12
15	CCn1nc(C(=O)OCc2c(C)noc2C)c2ccccc2c1=O
16	COc1ccc(-c2ccc(SCC(=O)N3CCOCC3)nn2)cc1
17	CC1Cc2ccccc2N1C(=O)CSc1nc2ccccc2n1CC(=O)N1CCOCC1 (stereo not drawn)
18	COc1ccc(C2C(C(=O)N3CCOCC3)CCC(=O)N2c2cc(OC)c(OC)c(OC)c2)cc1 (stereo not drawn)
Assay by compound | 13 | 14 | 15 | 16 | 17 | 18
ROCK2 inh | 6 | nt | 1 | 0 | 6 | nt
Abs 340nm | 1 | 1.1 | 1 | 1 | 0.97 | 1.1
PKA inh | 10 | -4 | -1 | 7 | 10 | -3
Autofluor 339 | 1.1 | 2.7* | 1.1 | 1.2 | 1.1 | 1.1
DUSP1 inh | -6 | 2 | 19 | 0 | 7 | nt
Hsp90 inh | -3 | -2 | 1 | -6 | -2 | nt
JNK3 inh | 1 | nt | 11 | 4 | -1 | nt
Her2 expr inh | nt | 87 | 103 | 95 | 94 | 30
Cdc25B block | -10 | -1 | 3 | -5 | 4 | nt

19	CC(C)C(NS(=O)(=O)c1cccs1)C(=O)NCCN1CCN(c2ccccc2)CC1 (stereo not drawn)
20	COc1ccc2cc(CN(CCc3ccccc3)Cc3nnnn3Cc3ccco3)c(=O)[nH]c2c1
21	O=C1C(Cl)=C(N2CCCCC2)C(=O)N1c1ccccc1
22	COc1cccc(-c2nn(C)c3sc(C(=O)NCc4ccccn4)cc23)c1
23	COc1ccc(CNc2nc3c(c(=O)n(Cc4ccc(F)cc4)c(=O)n3C)n2C)cc1
24	COC(=O)c1ccccc1NC(=O)N1CCN(S(=O)(=O)c2ccc(Cl)cc2)CC1
Assay by compound | 19 | 20 | 21 | 22 | 23 | 24
ROCK2 inh | 5 | -2 | 6 | 0 | 0 | 7
Abs 340nm | 1 | 1.1 | 0.99 | 1.1 | 0.96 | 1
PKA inh | 6 | -1 | 8 | -1 | 5 | 10
Autofluor 339 | 1.1 | 1.3 | 1.1 | 4.9* | 1 | 1.4
DUSP1 inh | 9 | 31 | -2 | 7 | 9 | -3
Hsp90 inh | -4 | -8 | 1 | -1 | 0 | -3
JNK3 inh | 5 | -10 | -3 | 16 | 4 | 3
Her2 expr inh | 81 | 88 | 88 | 62 | 104 | 146
Cdc25B block | -9 | -32 | -13 | -12 | -11 | -7

25	Cc1ccc(-c2cnc(-c3ccncc3)o2)cc1
26	Nn1c(SCC(=O)N2CCCCC2)nnc1-c1ccncc1
27	CCc1ccc(C=NC23CN4CN(CN(C4)C2)C3)s1
28	O=C(NCC1CCCO1)c1cccc(Br)c1 (stereo not drawn)
29	c1cn(CCCNc2ncnc3nc[nH]c23)cn1
30	CSc1ccccc1NC(=O)c1ccncc1
Assay by compound | 25 | 26 | 27 | 28 | 29 | 30
ROCK2 inh | 11 | 0 | 0 | 4 | 40* | 7
Abs 340nm | 1.1 | 1 | 0.99 | 1.1 | 1 | 1
PKA inh | 13 | -3 | -1 | 6 | 18 | 9
Autofluor 339 | 2.2* | 1.1 | 1 | 1 | 1.1 | 1.1
DUSP1 inh | -3 | 6 | 3 | -2 | 17 | 7
Hsp90 inh | -3 | -18 | -5 | -1 | 0 | -8
JNK3 inh | 0 | -5 | -12 | -6 | -4 | 1
Her2 expr inh | 16 | nt | 94 | 96 | 68 | 100
Cdc25B block | -8 | -6 | -9 | -5 | -6 | -5

31	COCCNC(=O)C(C#N)c1nc2ccccc2nc1N1CCCCCC1 (stereo not drawn)
32	O=C(Cn1c(NCCO)nc2ccccc21)c1ccccc1
33	COC(=O)CC1=C(C(=O)OC)C(c2ccc3c(c2Cl)OCO3)C(C#N)=C(N)O1 (stereo not drawn)
34	O=C(c1scc2c1CCCC2)N1CCCCC1
35	Cc1ccc(-c2nn3c(-c4ccco4)nnc3c3ccccc23)cc1S(=O)(=O)N1CCOCC1
36	CCc1ccc(NC(=O)CSc2nnc(-c3cnccn3)n2Cc2ccco2)cc1
Assay by compound | 31 | 32 | 33 | 34 | 35 | 36
ROCK2 inh | -2 | 6 | -14 | nt | -3 | -1
Abs 340nm | 1.1 | 1 | 1 | 1.1 | 1 | 1
PKA inh | -4 | 1 | 1 | 13 | -4 | 5
Autofluor 339 | 2.5* | 1 | 1.1 | 1.1 | 1.1 | 1.1
DUSP1 inh | 25 | 19 | -16 | 13 | -13 | 17
Hsp90 inh | -1 | 0 | -7 | -6 | 0 | 1
JNK3 inh | -4 | -3 | -4 | nt | 5 | -4
Her2 expr inh | 96 | 107 | -22* | 96 | 103 | 49
Cdc25B block | 5 | -11 | 2 | 12 | 2 | 6

37	COc1cc(NC(=O)c2cccs2)ccc1NC(=O)c1ccco1
38	CN(C)C(=O)NCc1ccc(S(N)(=O)=O)cc1
39	Cn1cnc2c1c(=O)n(Cc1ccc(F)cc1Cl)c(=O)n2C
40	COc1ccc(NC(=O)c2cc(-c3ccccc3OC)on2)cc1
41	CCOC(=O)N1CCC2(CC1)CC(=O)c1cc(O)ccc1O2
42	CCCN1C(=O)C(NC(=O)c2ccncc2)(C(F)(F)F)C2=C1CC(C)(C)CC2=O (stereo not drawn)
Assay by compound | 37 | 38 | 39 | 40 | 41 | 42
ROCK2 inh | 8 | 1 | 2 | 4 | 3 | 6
Abs 340nm | 1.1 | 1.1 | 1 | 1 | 1 | 1.1
PKA inh | 5 | -2 | 2 | 8 | 2 | 3
Autofluor 339 | 1.1 | 1.1 | 1.1 | 1.1 | 1.2 | 1.1
DUSP1 inh | 1 | -1 | 5 | 9 | 4 | 3
Hsp90 inh | -2 | -1 | -1 | 2 | -2 | -1
JNK3 inh | 0 | 0 | 1 | 1 | 7 | -3
Her2 expr inh | 90 | 108 | 95 | 57 | 110 | 123
Cdc25B block | -16 | 0 | -13 | -14 | -6 | -2

43	Cn1nnnc1SCC(=O)NC1CCCCC1
44	Cc1ccc(OCc2ccc(C(=O)Nc3nccs3)o2)cc1
45	COc1cccc(C2C(C(=O)Nc3ccc(C)cc3C)=C(C)Nc3ncnn32)c1OC (stereo not drawn)
46	CCOC(=O)c1ccc(NC(=O)CSc2nc3c(c(=O)n2-c2ccccc2OC)SCC3)cc1
47	CC(C)C(OC(=O)c1cccs1)C(=O)NCc1cccs1 (stereo not drawn)
48	COc1ccc2c(c1OC)C(=O)O[C@@H]2[C@H]1c2c(cc3c(c2OC)OCO3)CCN1C
Assay by compound | 43 | 44 | 45 | 46 | 47 | 48
ROCK2 inh | 5 | 0 | 2 | 0 | 2 | -8
Abs 340nm | 0.97 | 1 | 0.99 | 1.1 | 1 | 0.99
PKA inh | 5 | 0 | 6 | 4 | 8 | -6
Autofluor 339 | 0.98 | 1.1 | 1.2 | 1.1 | 0.97 | 1
DUSP1 inh | -25 | -16 | -11 | 38 | -23 | 5
Hsp90 inh | -2 | 0 | 1 | -3 | -1 | -6&-3
JNK3 inh | 10 | 5 | 2 | -3 | -4 | -8
Her2 expr inh | 108 | 89 | 156 | 80 | 97 | 101
Cdc25B block | -6 | -3 | 6 | 1 | -16 | 17

49	Cc1ccc(Cn2c(N3CCCCCC3)nc3c2c(=O)[nH]c(=O)n3C)cc1
50	Cc1nc2ccc3nc(NC(=O)c4ccc5c(c4)OCCO5)sc3c2s1
51	Cc1onc(-c2c(F)cccc2Cl)c1C(=O)NCc1cccs1
52	CN(C)c1ccnc(SCc2ccccc2Cl)c1C#N
53	Cc1oc(-c2ccccc2F)nc1CS(=O)CC(=O)NCc1cccs1 (stereo not drawn)
54	CCOC(=O)C1[C@H]2C(=O)N(CCCOC)C[C@]23C=C[C@H]1O3 (stereo partly drawn)
55	Cc1nnc2c(NC(C)C)nc3ccccc3n12
56	Cc1ccc2nc(Nc3ccccc3)c(/C=N/O)c(=O)n2c1
Assay by compound | 49 | 50 | 51 | 52 | 53 | 54 | 55 | 56
ROCK2 inh | 6 | 8 | 9 | 0 | 0 | 4 | 0 | 4
Abs 340nm | 1 | 1 | 1 | 1.1 | 1 | 1 | 1 | 1.1
PKA inh | 9 | 15 | 12 | 0 | 0 | 7 | -2 | 7
Autofluor 339 | 1.1 | 3.5* | 1.1 | 1.1 | 1.1 | 1.1 | 1.1 | 1.1
DUSP1 inh | 18 | 36 | 5 | 3 | 13 | -18 | -8 | 23
Hsp90 inh | -1 | -4 | -5 | -1 | -3 | -5 | 0 | 2
JNK3 inh | -4 | 4 | -1 | 15 | -2 | -7 | -3 | -1
Her2 expr inh | 42 | 89 | 107 | 185 | 83 | 82 | 143 | -25*
Cdc25B block | -10 | -4 | -8 | -21 | -3 | 2 | 2 | 5
